CHRM5 PAM: human M5 muscarinic receptor positive allosteric modulators, primary screen, CHO-K1 cells, Fluo-8 calcium fluorescence; 360,000 compounds, 0.3% hits; activation, % at 3 µM; CHO-K1 hM5, ACh EC20 PAM; 0% = ACh EC20, 100% = ACh EC100; Muscarinic acetylcholine receptor M5 (Homo sapiens), P08912;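 active = activation above the run cutoff, the mean activation of all test compounds plus 3 SD, cut at about 18% in these data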
Target sequence (P08912 whole entry, looked up): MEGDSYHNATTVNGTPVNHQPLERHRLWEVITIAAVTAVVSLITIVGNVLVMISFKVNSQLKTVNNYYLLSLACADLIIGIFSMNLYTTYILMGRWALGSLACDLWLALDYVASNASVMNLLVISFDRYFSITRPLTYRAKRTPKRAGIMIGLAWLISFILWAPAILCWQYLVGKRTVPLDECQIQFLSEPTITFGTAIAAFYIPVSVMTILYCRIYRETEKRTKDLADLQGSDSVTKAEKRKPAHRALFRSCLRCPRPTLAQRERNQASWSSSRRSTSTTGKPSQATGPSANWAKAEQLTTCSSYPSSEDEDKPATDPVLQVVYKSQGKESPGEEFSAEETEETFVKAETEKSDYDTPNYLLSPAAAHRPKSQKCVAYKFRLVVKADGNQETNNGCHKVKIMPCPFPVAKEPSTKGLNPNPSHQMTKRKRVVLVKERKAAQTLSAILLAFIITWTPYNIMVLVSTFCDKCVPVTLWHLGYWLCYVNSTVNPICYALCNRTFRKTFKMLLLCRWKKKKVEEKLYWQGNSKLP
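System – CHO-K1 hM5 cells · Compound – 3 µM, single dose · Incubation – compound preincubation 140 s before EC20 acetylcholine addition · Technique – Fluo-8 calcium fluorescence · Measure – Max/basal fluorescence ratio as % of EC20–EC100 ACh window · Benchmarks – low control EC20 acetylcholine (0%), high control EC100 acetylcholine (100%) · Replication – singlicate, one well per test compound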
M5 antag: human M5 muscarinic receptor antagonists, primary screen, CHO cells, Fluo-8 calcium fluorescence; Muscarinic acetylcholine receptor M5 (Homo sapiens), P08912; CHO-hM5 cells, ACh EC80; inhibition, % at 3 µM; 360,000 compounds, 0.59% hits; AID 624040, 2012;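 active = inhibition above a per-plate cutoff, the mean of that plate's test compounds plus 3 SD, cut at about 27% in these data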;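 also: 0% = acetylcholine EC80 with DMSO and 100% = DMSO without agonist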
M4 antag: human M4 muscarinic receptor antagonists, primary screen, CHO cells, Fluo-8 calcium fluorescence | Muscarinic acetylcholine receptor M4 (Homo sapiens), P08173 | CHO-hM4 cells, ACh EC80 | inhibition, % at 3 µM | 360,000 compounds, 0.73% hits | AID 624125, 2012;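 active = inhibition above its plate's cutoff, the mean inhibition of sample wells plus 3 SD, cut at about 27% in these data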;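 also: 0% = acetylcholine EC80 with DMSO and 100% = DMSO without agonist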
Target sequence (P08173 whole entry, looked up): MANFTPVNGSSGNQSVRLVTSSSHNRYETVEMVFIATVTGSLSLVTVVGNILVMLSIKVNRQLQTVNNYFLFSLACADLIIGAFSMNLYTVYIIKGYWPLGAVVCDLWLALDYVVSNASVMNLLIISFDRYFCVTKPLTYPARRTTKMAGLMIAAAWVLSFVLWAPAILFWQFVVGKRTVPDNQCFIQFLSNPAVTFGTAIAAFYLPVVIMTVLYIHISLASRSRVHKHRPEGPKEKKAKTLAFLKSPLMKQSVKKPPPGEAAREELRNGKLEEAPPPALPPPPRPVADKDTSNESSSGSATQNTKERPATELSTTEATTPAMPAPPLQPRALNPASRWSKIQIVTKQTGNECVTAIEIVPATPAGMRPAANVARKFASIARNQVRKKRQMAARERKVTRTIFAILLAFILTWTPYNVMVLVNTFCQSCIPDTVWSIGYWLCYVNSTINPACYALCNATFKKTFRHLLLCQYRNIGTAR
CHO-K1 Ca antag: M1 antagonist counterscreen hit in parental CHO-K1 cells. ATP-induced calcium, Fluo-8 fluorescence. inhibition, % at 3 µM. 360,000 compounds, 0.6% hits. AID 602250;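 active = inhibition above a per-plate cutoff, the plate's mean sample inhibition plus 3 SD, cut at about 24% in these data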;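 also: 0% = DMSO plus EC80 ATP and 100% = DMSO alone without ATP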
M5 ag: human M5 muscarinic receptor agonists, primary screen, CHO-K1 cells, Fluo-8 calcium fluorescence. 360,000 compounds, 0.19% hits. activation, % at 3 µM. Muscarinic acetylcholine receptor M5 (Homo sapiens), P08912. CHO-K1 hM5 cells; 0% DMSO wells, 100% maximal acetylcholine response;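 active = activation above the run's mean over test compounds plus 3 SD, cut at about 23% in these data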;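 also: signal is peak over basal fluorescence ratio across the kinetic read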
CHRM4 PAM: human M4 muscarinic receptor positive allosteric modulators, primary screen, CHO-K1 cells, Fluo-8 calcium fluorescence; Muscarinic acetylcholine receptor M4 (Homo sapiens), P08173; CHO-K1 hM4/Gqi5, ACh EC20; 0% = ACh EC20, 100% = maximal ACh; activation, % at 3 µM; 360,000 compounds, 0.4% hits; AID 624126, 2012;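 active = activation above its plate's cutoff, the mean activation of sample wells plus 3 SD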; also: some results filed as inactive read as strong as hits
M4 ag: human M4 muscarinic receptor agonists, primary screen, CHO-K1 cells, Fluo-8 calcium fluorescence | Muscarinic acetylcholine receptor M4 (Homo sapiens), P08173 | CHO-K1 hM4/Gqi5; vehicle 0%, full acetylcholine response 100% | activation, % at 3 µM | 360,000 compounds, 0.14% hits | AID 624127, 2012;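 active = activation above the run mean over all test wells plus 3 SD, cut at about 32% in these data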;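 also: peak over basal fluorescence ratio per well then scaled between controls; 0% = DMSO wells and 100% = acetylcholine at EC100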
CHO-K1 Ca ag: counter-screen for M1 agonists: effect in parental CHO-K1 cells | activation, % at 3 µM | Fluo-8 calcium fluorescence; scaled to maximal ATP response, vehicle zero | 360,000 compounds, 0.48% hits | AID 602248, 2012; in the data active = activation above about 15%;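 also: untransfected CHO-K1 host cells lacking M1 receptor as counterscreen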
CHO-K1 Ca PAM: nonselective calcium activators in parental CHO-K1 cells, primary screen, counter-screen for M1 PAM project, cell-based, Fluo-8 calcium fluorescence, full deck, 1536-well. ATP EC20; 0% at ATP EC20, 100% at ATP max. activation, % at 3 µM. 360,000 compounds, 0.02% hits. AID 602247, 2012;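 active = activation above the run cutoff, the mean activation of all test compounds plus 3 SD, cut at about 40% in these data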;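 also: peak over basal fluorescence ratio in a 140 s read after ATP addition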
* hit, by the source's call.

What do the screens show for `CCOCCCNC(=S)Nc1cc(C)cc(C)c1`?
CHRM5 PAM: 0; M5 antag: -16; M4 antag: -10; CHO-K1 Ca antag: -17; M5 ag: -3; CHRM4 PAM: 3; M4 ag: 0; CHO-K1 Ca ag: 0.0; CHO-K1 Ca PAM: 5

Results for COc1ccc(OC)c(-c2csc(-c3cccs3)n2)c1 ?
CHRM5 PAM: 0; M5 antag: -7; M4 antag: -17; CHO-K1 Ca antag: -24; M5 ag: -3; CHRM4 PAM: 3; M4 ag: 0; CHO-K1 Ca ag: -0.9; CHO-K1 Ca PAM: 8

Results for Nc1c(C(=O)N/N=C/c2cccnc2)oc2nc(-c3ccco3)cc(-c3ccco3)c12 ?
CHRM5 PAM: 6; M5 antag: 4; M4 antag: 1; CHO-K1 Ca antag: 8; M5 ag: 1; CHRM4 PAM: 0; M4 ag: 1; CHO-K1 Ca ag: 0.6; CHO-K1 Ca PAM: -14

What do the screens show for `c1ccc(Cn2nnnc2C(c2cccnc2)N2CCN(C3CCCCC3)CC2)cc1` (centres undefined)?
CHRM5 PAM: -9; M5 antag: 11; M4 antag: 18; CHO-K1 Ca antag: -7; M5 ag: 4; CHRM4 PAM: -15; M4 ag: 20; CHO-K1 Ca ag: 8.1; CHO-K1 Ca PAM: 4

Results for C=C(C)CNC(=S)N/N=C/c1ccccc1OCC(=O)O ?
CHRM5 PAM: 4; M5 antag: 0; M4 antag: 0; CHO-K1 Ca antag: -6; M5 ag: 2; CHRM4 PAM: 7; M4 ag: 3; CHO-K1 Ca ag: 11; CHO-K1 Ca PAM: 5

Results for C/C(=N\NC(=O)COc1cc(C)cc(C)c1)c1ccc(N2CCOCC2)cc1 ?
CHRM5 PAM: 4; M5 antag: -12; M4 antag: -10; CHO-K1 Ca antag: 9; M5 ag: -1; CHRM4 PAM: 1; M4 ag: 1; CHO-K1 Ca ag: -0.4; CHO-K1 Ca PAM: -11

Results for Cc1cccc(C)c1NC(=O)C(c1ccccc1)n1c(=O)c(-c2ccccc2)nc2ccccc21 (centres undefined) ?
CHRM5 PAM: -3; M5 antag: 4; M4 antag: 0; M5 ag: 1; CHRM4 PAM: -3; M4 ag: 1

What do the screens show for `O=C(O)c1ccccc1S(=O)(=O)NCC(O)COC1CCCCC1` (centres undefined)?
CHRM5 PAM: -1; M5 antag: -4; M4 antag: -5; CHO-K1 Ca antag: 4; M5 ag: -2; CHRM4 PAM: 12; M4 ag: 2; CHO-K1 Ca ag: 0.0; CHO-K1 Ca PAM: -1

Results for NC(=O)C1CCN(c2nc(-c3ccc4ccccc4c3)cs2)CC1 ?
CHRM5 PAM: 0; M5 antag: 8; M4 antag: 4; CHO-K1 Ca antag: 5; M5 ag: 2; CHRM4 PAM: 7; M4 ag: 0; CHO-K1 Ca ag: -0.1; CHO-K1 Ca PAM: -9

What do the screens show for `CC1CCCC(N2CCN(C(=O)c3ccc([N+](=O)[O-])cc3)CC2)C1` (centres undefined)?
CHRM5 PAM: -3; M5 antag: -5; M4 antag: -10; CHO-K1 Ca antag: 11; M5 ag: -5; CHRM4 PAM: 3; M4 ag: 1; CHO-K1 Ca ag: 0.2; CHO-K1 Ca PAM: -5

How did Cc1cc(C)cc(OCC(=O)Nc2nc3ccc([N+](=O)[O-])cc3s2)c1 do in these assays?
CHRM5 PAM: -6; M5 antag: 3; M4 antag: -8; CHO-K1 Ca antag: 6; M5 ag: 4; CHRM4 PAM: 15; M4 ag: 3; CHO-K1 Ca ag: 0.2; CHO-K1 Ca PAM: -9

What do the screens show for `Cc1ccc(N(CC(N)=O)C2SC(=O)NC2=O)cc1` (centres undefined)?
CHRM5 PAM: 4; M5 antag: 0; M4 antag: 0; CHO-K1 Ca antag: 6; M5 ag: -1; CHRM4 PAM: 6; M4 ag: 1; CHO-K1 Ca ag: 0.4; CHO-K1 Ca PAM: 7

What do the screens show for `O=[N+]([O-])c1ccccc1-c1ccc(CN2CCN(c3ccccc3)CC2)o1`?
CHRM5 PAM: -1; M5 antag: 1; M4 antag: -8; CHO-K1 Ca antag: -7; M5 ag: 0; CHRM4 PAM: 0; M4 ag: 3; CHO-K1 Ca ag: 0.4; CHO-K1 Ca PAM: 10

Results for Oc1ccc(N=Nc2ccc(Br)cc2)c(O)c1 ?
CHRM5 PAM: -6; M5 antag: 9; M4 antag: -6; CHO-K1 Ca antag: 12; M5 ag: -1; CHRM4 PAM: -4; M4 ag: 1; CHO-K1 Ca ag: 0.1; CHO-K1 Ca PAM: 3

Results for O=C(c1cc([N+](=O)[O-])ccc1N1CCOCC1)N1CCN(c2ccccc2)CC1 ?
CHRM5 PAM: 6; M5 antag: -1; M4 antag: -2; CHO-K1 Ca antag: 0; M5 ag: 0; CHRM4 PAM: -1; M4 ag: 1; CHO-K1 Ca ag: 0.2; CHO-K1 Ca PAM: -7

What do the screens show for `COc1ccc(CN2CCC(C(=O)c3ccc(F)cc3)CC2)cc1`?
CHRM5 PAM: -6; M5 antag: 9; M4 antag: -1; CHO-K1 Ca antag: -5; M5 ag: -9; CHRM4 PAM: -12; M4 ag: 1; CHO-K1 Ca ag: 0.5; CHO-K1 Ca PAM: 0

Results for Cc1sc2ncnc(SCC(=O)N3CCCC(C(N)=O)C3)c2c1C (centres undefined) ?
CHRM5 PAM: 2; M5 antag: 2; M4 antag: -3; CHO-K1 Ca antag: -8; M5 ag: 2; CHRM4 PAM: -4; M4 ag: 1; CHO-K1 Ca ag: 1.5; CHO-K1 Ca PAM: 6

What do the screens show for `COc1cc(NC(=S)N2CCCC(CO)C2)cc(OC)c1` (centres undefined)?
CHRM5 PAM: -1; M5 antag: -2; M4 antag: -11; CHO-K1 Ca antag: 2; M5 ag: -4; CHRM4 PAM: 17; M4 ag: 0; CHO-K1 Ca ag: 0.0; CHO-K1 Ca PAM: 7

Results for CC1=CCC2C(=O)N(C(C)c3ccccc3)C(=O)C2C1 (centres undefined) ?
CHRM5 PAM: -2; M5 antag: -1; M4 antag: 3; CHO-K1 Ca antag: -38; M5 ag: -1; CHRM4 PAM: -3; M4 ag: 1; CHO-K1 Ca ag: 0.3; CHO-K1 Ca PAM: 17

How did CNC(=O)CN(c1ccc(C23CC4CC(CC(C4)C2)C3)cc1)S(C)(=O)=O do in these assays?
CHRM5 PAM: -2; M5 antag: 2; M4 antag: 8; CHO-K1 Ca antag: -1; M5 ag: -2; CHRM4 PAM: 1; M4 ag: 3; CHO-K1 Ca ag: 1.6; CHO-K1 Ca PAM: 13

Results for CC1CN(C(=O)COC(=O)c2ccc(Cl)c(S(=O)(=O)N3CCCCC3)c2)CC(C)O1 (centres undefined) ?
CHRM5 PAM: -11; M5 antag: 14; M4 antag: -4; CHO-K1 Ca antag: 7; M5 ag: -3; CHRM4 PAM: -6; M4 ag: 2; CHO-K1 Ca ag: 20*; CHO-K1 Ca PAM: 13

How did O=C1CC(N(CCc2ccccc2)C(=S)Nc2cc(Cl)ccc2Cl)C(=O)N1c1c(Cl)cccc1Cl (centres undefined) do in these assays?
CHRM5 PAM: -6; M5 antag: -4; M4 antag: -10; CHO-K1 Ca antag: -11; M5 ag: -2; CHRM4 PAM: 0; M4 ag: 1; CHO-K1 Ca ag: 1.4; CHO-K1 Ca PAM: 21

Results for COc1cc(/C=C2\SC(=S)N(N3CCOCC3)C2=O)cc(OC)c1OC ?
CHRM5 PAM: 0; M5 antag: -7; M4 antag: -11; CHO-K1 Ca antag: -3; M5 ag: -2; CHRM4 PAM: 0; M4 ag: 0; CHO-K1 Ca ag: 0.3; CHO-K1 Ca PAM: 15

What do the screens show for `CCCCNC(=O)CSc1cc(=O)n(C)c2ccccc12`?
CHRM5 PAM: 4; M5 antag: -6; M4 antag: -8; CHO-K1 Ca antag: -10; M5 ag: -2; CHRM4 PAM: 4; M4 ag: 1; CHO-K1 Ca ag: 0.2; CHO-K1 Ca PAM: 12

What do the screens show for `O/N=C/Cc1[nH]c2ccccc2c1-c1ccccc1`?
CHRM5 PAM: -1; M5 antag: 6; M4 antag: 13; CHO-K1 Ca antag: -4; M5 ag: 0; CHRM4 PAM: -6; M4 ag: 1; CHO-K1 Ca ag: 2.1; CHO-K1 Ca PAM: 0

How did O=C(Nc1ccnc(-c2cccnc2)n1)c1cccs1 do in these assays?
CHRM5 PAM: 1; M5 antag: 6; M4 antag: 6; CHO-K1 Ca antag: -5; M5 ag: 2; CHRM4 PAM: -5; M4 ag: 3; CHO-K1 Ca ag: 1.4; CHO-K1 Ca PAM: 9

How did COc1cccc(/C=C/C(=O)OCC(=O)Nc2ccc(N3CCOCC3)cc2)c1OC do in these assays?
CHRM5 PAM: 2; M5 antag: -7; M4 antag: -1; CHO-K1 Ca antag: -13; M5 ag: -2; CHRM4 PAM: 2; M4 ag: 1; CHO-K1 Ca ag: 0.3; CHO-K1 Ca PAM: 6

How did Cn1c(=O)cc(SCC(=O)N2CCN(C3CCCCC3)CC2)c2ccccc21 do in these assays?
CHRM5 PAM: 5; M5 antag: 0; M4 antag: 4; CHO-K1 Ca antag: -14; M5 ag: -9; CHRM4 PAM: -15; M4 ag: 1; CHO-K1 Ca ag: 0.9; CHO-K1 Ca PAM: 14

Results for COc1ccc(S(=O)(=O)N2CCCOC2CNC(=O)C(=O)NCc2ccccc2C)cc1 (centres undefined) ?
CHRM5 PAM: 3; M5 antag: -9; M4 antag: -10; CHO-K1 Ca antag: -3; M5 ag: 0; CHRM4 PAM: 6; M4 ag: 4; CHO-K1 Ca ag: 2.0; CHO-K1 Ca PAM: 18

How did CCOC(=O)c1c(S(=O)(=O)NCc2ccco2)c(C)n(C)c1C do in these assays?
CHRM5 PAM: -3; M5 antag: 9; M4 antag: 4; CHO-K1 Ca antag: 13; M5 ag: -5; CHRM4 PAM: 5; M4 ag: 2; CHO-K1 Ca ag: 0.1; CHO-K1 Ca PAM: -13

How did CC(=O)Nc1nnc(CCS(=O)(=O)c2ccc(C)cc2)s1 do in these assays?
CHRM5 PAM: 8; M5 antag: -9; M4 antag: -7; CHO-K1 Ca antag: 9; M5 ag: 7; CHRM4 PAM: 0; M4 ag: 1; CHO-K1 Ca ag: 0.1; CHO-K1 Ca PAM: -4

In the list so far, two have a COOH group.
Results for C=C(C)CNC(=S)N/N=C/c1ccccc1OCC(=O)O ?
CHRM5 PAM: 4; M5 antag: 0; M4 antag: 0; CHO-K1 Ca antag: -6; M5 ag: 2; CHRM4 PAM: 7; M4 ag: 3; CHO-K1 Ca ag: 11; CHO-K1 Ca PAM: 5

What do the screens show for `O=C(O)c1ccccc1S(=O)(=O)NCC(O)COC1CCCCC1` (centres undefined)?
CHRM5 PAM: -1; M5 antag: -4; M4 antag: -5; CHO-K1 Ca antag: 4; M5 ag: -2; CHRM4 PAM: 12; M4 ag: 2; CHO-K1 Ca ag: 0.0; CHO-K1 Ca PAM: -1

Bioassay records: PubChem BioAssay, The Scripps Research Institute Molecular Screening Center
